TDP1 block = blocks human tyrosyl-DNA phosphodiesterase 1; Q9NUW8; recombinant TDP1, AlphaScreen DNA substrate cleavage; Potency, µM (titrated, usually from 130 µM), for the others: at the highest dose activity change, negative = inhibition, hits mostly inhibitors; actives 0.28% (n = 350,000); AID 485290; also: nearly all actives have a fitted effect of over 40% in size
Target sequence (Q9NUW8 whole entry, looked up): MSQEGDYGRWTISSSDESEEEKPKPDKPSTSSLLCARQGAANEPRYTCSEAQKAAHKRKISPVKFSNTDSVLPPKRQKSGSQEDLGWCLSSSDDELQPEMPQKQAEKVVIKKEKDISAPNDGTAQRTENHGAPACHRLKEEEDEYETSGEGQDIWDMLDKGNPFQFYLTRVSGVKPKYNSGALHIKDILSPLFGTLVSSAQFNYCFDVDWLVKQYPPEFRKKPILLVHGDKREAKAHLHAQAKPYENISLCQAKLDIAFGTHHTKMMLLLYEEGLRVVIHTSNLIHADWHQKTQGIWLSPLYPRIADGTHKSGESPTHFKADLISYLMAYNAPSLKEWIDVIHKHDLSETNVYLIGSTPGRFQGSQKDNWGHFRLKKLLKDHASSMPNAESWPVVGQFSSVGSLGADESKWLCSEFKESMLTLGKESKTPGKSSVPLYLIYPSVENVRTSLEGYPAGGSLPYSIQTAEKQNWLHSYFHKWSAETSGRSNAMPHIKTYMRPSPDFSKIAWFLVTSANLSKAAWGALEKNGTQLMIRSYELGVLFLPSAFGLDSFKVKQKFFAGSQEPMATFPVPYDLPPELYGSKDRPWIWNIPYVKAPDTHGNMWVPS
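Steps: enzyme plus compound, 15 min RT; add biotin/phosphotyrosine-FITC oligonucleotide (15 nM final), react 5 min; add donor/acceptor beads (10 ug/ml final), 10 min; read AlphaScreen. Tdp1 at 1 nM final.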
TDP1 cell CPT = growth inhibition of DT40 Tdp1-/-;hTDP1 cells with camptothecin (screen for TDP1 inhibitors). chicken DT40 Tdp1-/-;hTDP1 cells + 20 nM CPT, ATP luminescence, 48 h. actives 12% (n = 420,000). Potency, µM (titrated, usually from 46.2 µM), for the others: at the highest dose activity change, negative = growth inhibition, hits mostly inhibitors; also: nearly all actives have a fitted effect of over 55% in size
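Cell growth measured by CellTiter-Glo luminescence after a minimum 48 h, 37 C compound exposure with 20 nM CPT in Tdp1-knockout DT40 cells stably expressing hTDP1, seeded 400/well; qHTS titration format.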
TDP1 cell noCPT = qHTS for Inhibitors of human tyrosyl-DNA phosphodiesterase 1 (TDP1): qHTS in cells in absence of CPT | Potency, µM (top dose mostly 46.2 µM), for the others: at the top dose activity change, negative = growth inhibition, actives largely listed as inhibitors | DT40 Tdp1-/- hTDP1 cells, no CPT, ATP luminescence, 48 h | AID 686978, 2013 | actives 15% (n = 420,000); also: nearly all actives have a fitted effect of over 55% in size
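Growth of hTDP1-complemented DT40 Tdp1-knockout cells is measured by ATP luminescence after at least 48 hr compound exposure at 37 °C, with DMSO substituting for the 20 nM CPT used in the parallel screen.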
An asterisk follows results filed as active; u = inconclusive; x = not tested or not shown; & = joins results of further samples; [ ] = another dose, or the depositor's remark. Calls follow the shape of the dose curve; as a rule, active = well fitted curve in the direction sought with a large enough effect; inconclusive = small, poorly fitted or top-dose-only effect, or another doubt; inactive = no such curve, though single readings can be large; an effect the other way counts as inactive or inconclusive. % is scaled to controls: 0 for no effect and ±100 for the full control effect; potency is read from the fitted curve at half-maximal effect.

SMILES | TDP1 block | TDP1 cell CPT | TDP1 cell noCPT
CC(C)COc1ccc(Cc2cnc(N)nc2N)cc1 | 5% | u | u
Cc1cc(=O)[nH]c(NCc2ccccc2)n1 | -1% | -9% | 16%
O=C(CSc1nc2c([nH]c3ccccc32)c(=O)n1-c1ccccc1)NCC1CCCO1 (stereo not given) | 6%[56.1 µM] | -24% | -17%
COc1ccccc1N1C(=O)C(=O)N(C)C1=O | x | 6% | -1%
COc1ccc(CCNCc2c(C(=O)O)c(C)n(Cc3cccc(Cl)c3)c2C)c(OC)c1OC | 3% | u | -15%
Cc1oc(-c2ccccc2F)nc1CS(=O)(=O)CC(=O)NCCN(C)C1CCCCC1 | 2% | -13% | -16%
COc1ccccc1C(C(=O)c1ccccc1)c1ccc2ccccc2c1 (stereo not given) | x | u | 16µM*
Cc1noc(C)c1COc1ccccc1C(=O)N(C)Cc1ccc(F)cc1 | 0% | u | u
COc1ccc(NS(=O)(=O)c2ccc(F)cc2F)cn1 | x | 6% | u
CN(CCOc1ccc(Cl)cc1)C(=O)c1cccc(S(=O)(=O)N2CCN(c3ccc(F)cc3)CC2)c1 | x | 7.3µM* | 5.2µM*
NC(=O)c1ncn([C@@H]2O[C@H](CNCc3cnc(N4CCOCC4)nc3)[C@@H](O)[C@H]2O)n1 | x | 0% | -7%
CN(C)c1ccc(/C=C/c2ncnc3ccccc23)cc1 | x | u | 16µM*
Cc1cccc(/C(N)=N/OC(=O)c2ccoc2C)c1 | x | 0.65µM* | u
Cc1c(CCC(=O)NCCc2ccccc2F)c(=O)oc2cc(O)ccc12 | -4% | u | u
COc1ccc(C)cc1S(=O)(=O)N1CCCC(C(=O)NCc2ccccn2)C1 (stereo not given) | 1% | 2% | -5%
CC(=O)c1cccc(NC(=O)CCNS(=O)(=O)c2cccc3nsnc23)c1 | 0% | u | u
Cc1ccc2oc(=O)n(CCOc3ccccc3)c2c1 | 3% | 18% | 2%
O=C(COC(=O)C1CCCCC1)NCCc1ccccc1 | 3% | -15% | 0%
O=C(COC(=O)c1cc[n+]([O-])cc1)NC(=O)c1ccc(OC(F)F)cc1 | 1% | -8% | -6%
COc1ccc(Cl)cc1S(=O)(=O)N1CCN=C1C | 0% | 18µM* | u
CCCCn1c(N)c(N(CCC(C)C)C(=O)C2CCCC2)c(=O)[nH]c1=O | -5% | 6% | u
COc1ccc(-c2nn(C)c3sc(C(=O)N4CCOCC4)cc23)cc1OC | 5% | -17% | u
CCNC(=O)c1c(NC(=O)Cc2coc3cc(C)cc(C)c23)sc2c1CCCC2 | 4% | -17% | -27%
COc1cc2c(cc1OC)-c1cc(Nc3ccc4c(c3)OCCO4)nc(=O)n1CC2 | 13% | -30% | u
CC(=O)N1CCCc2cc(S(=O)(=O)N3CCC(C(=O)Nc4ccc(C)cc4Cl)CC3)ccc21 | -1% | 15µM* | 16µM*
Cc1cc(/C=C2/NC(=O)N(Cc3ccccc3F)C2=O)c(C)n1C(C)C | 8% | u | u
CCc1cccc(NC(=O)CSc2nc(C)cs2)c1 | x | -2% | -18%
CCC(CC)NC(=O)COC(=O)CCC(=O)c1cccs1 | -1% | 0% | 8%
CCCOc1ccc(CN(C(=O)c2cccc(OC)c2)C2CCS(=O)(=O)C2)cc1 (stereo not given) | 6% | -8% | -22%
O=C(NC1CCCC1)C(=O)N(c1ccccc1F)C(C(=O)NCC1CCCO1)c1cccs1 (stereo not given) | 3% | 0% | -10%

Nothing new here: entries from further up.
SMILES | TDP1 block | TDP1 cell CPT | TDP1 cell noCPT
COc1cc2c(cc1OC)-c1cc(Nc3ccc4c(c3)OCCO4)nc(=O)n1CC2 | 13% | -30% | u
CC(=O)N1CCCc2cc(S(=O)(=O)N3CCC(C(=O)Nc4ccc(C)cc4Cl)CC3)ccc21 | -1% | 15µM* | 16µM*
Cc1cc(/C=C2/NC(=O)N(Cc3ccccc3F)C2=O)c(C)n1C(C)C | 8% | u | u
CCc1cccc(NC(=O)CSc2nc(C)cs2)c1 | x | -2% | -18%
CCC(CC)NC(=O)COC(=O)CCC(=O)c1cccs1 | -1% | 0% | 8%
CCCOc1ccc(CN(C(=O)c2cccc(OC)c2)C2CCS(=O)(=O)C2)cc1 (stereo not given) | 6% | -8% | -22%
O=C(NC1CCCC1)C(=O)N(c1ccccc1F)C(C(=O)NCC1CCCO1)c1cccs1 (stereo not given) | 3% | 0% | -10%

Continuation.
SMILES | TDP1 block | TDP1 cell CPT | TDP1 cell noCPT
CN(C)S(=O)(=O)Oc1ccc(C(=O)Nc2cccc(Cl)c2)cc1 | 6% | 24% | -18%
COc1ccccc1-n1cc2c([N+](=O)[O-])cc([N+](=O)[O-])cc2n1 | x | u | u
CCCOc1cccc(NC(=O)c2c(-c3ccccc3)noc2C)c1 | 7% | -28% | u
Cc1cc(C)cc(NC(=O)Cn2nc(N3CCN(c4ccccc4)CC3)ccc2=O)c1 | -3% | -29% | u
CCOC(=O)c1ccc(N2C(=O)c3n[nH]c(-c4ccco4)c3C2c2ccc(O)c(OC)c2)cc1 (stereo not given) | 9% | u | u
COc1cc2[nH]c(-c3ccc(C)cc3)cc(=O)c2cc1OC | -1%&3% | -26% | u
O=C1/C(=C/c2cccc([N+](=O)[O-])c2)Oc2cc(O)ccc21 | x | u | u
Cc1cc(C)c(S(=O)(=O)Nc2ccc(N(C)C)cc2)c(C)c1-n1cnnn1 | x | 29µM* | 16µM*
Cc1ccc(Cl)cc1NC(=O)COC(=O)C1CCCCC1 | -4% | 8% | -5%
CC1(C)CC(=O)C(C(C2=C(O)CC(C)(C)CC2=O)c2ccc([N+](=O)[O-])cc2)C(=O)C1 (stereo not given) | 0% | u | -16%
CCOC(=O)[C@H]1[C@H]2COc3ccc(C)cc3[C@@H]2N2C(=O)CN(Cc3ccc(Cl)cc3)C(=O)[C@@]12C | 1% | -26% | 2%
Cc1cccc(C(=O)n2nc(-c3cccnc3)nc2NCc2ccccc2)c1 | 1% | -13% | -22%
COc1ccc(C(=O)NC(=S)Nc2cc3oc4ccccc4c3cc2OC)cc1 | 3% | -25% | u
CCc1ccc(NC(=O)Cc2c(C(=O)O)c(C)cn2C)cc1 | 6% | -2% | -1%
CC[C@H](C)[C@H](NS(=O)(=O)c1ccc(C)cc1)C(=O)N1CCC(C(=O)N[C@H](C(=O)O)C(C)C)CC1 | 5% | -5% | 14%
CC(=O)NCCC(=O)Nc1nc(-c2c[nH]c3ccccc23)cs1 | 11% | u | u
COc1ccc(C)cc1NC(=O)c1ccc(S(=O)(=O)N2CCOCC2)cc1 | 7% | -5% | -2%
COc1ccc(C(=O)/C=C/c2cn(CC(O)CN3CCOCC3)c3ccccc23)cc1 (stereo not given) | 4% | u | u
Cc1cc(NC(=O)CSc2nnc(CNC(=O)c3cccc(C(F)(F)F)c3)o2)no1 | 0% | -6% | 3%
O=C(NCC(=O)N1CCC2(CC1)NCCc1[nH]cnc12)c1ccc(F)cc1 | 2% | -16% | -4%
CS(=O)(=O)c1nc(S(=O)(=O)c2ccc(Cl)cc2)c(NCCCN2CCCC2=O)s1 | 0% | -1% | 15%
CCN1C(=O)[C@H]2[C@@H](c3ccc(OC)cc3)N3C(=O)CN(Cc4ccccc4)C(=O)[C@@]3(Cc3ccccc3)[C@H]2C1=O | x | 0% | 0%
COc1ccc(OCC(=O)N/N=C(\C)c2ccc(OC)cc2)cc1 | -2% | -3% | -14%
COc1cccc(CN(C)C(=O)c2cccc(OC3CCN(C4CCCC4)CC3)c2)c1 | x | u | u
OCc1cnc(SCc2ccccc2F)n1Cc1ccc(F)cc1 | 4% | u | u
COC(=O)N(C)C[C@H]1OCc2cnnn2CCCC(=O)N([C@@H](C)CO)C[C@H]1C | x | 12% | -6%
C/C(=N/NC(=O)c1ccc(-c2ccccc2)cc1)c1cccc(O)c1 | 2% | -17% | 2%
C[C@H]1CN([C@@H](C)CO)S(=O)(=O)c2ccc(/C=C/c3ccccc3)cc2O[C@H]1CN(C)C(=O)NC1CCCCC1 | x | u | 18µM*
OCc1nc2ccc(Cl)cc2[nH]1 | x | -6%&-5% | -7%&-26%
CCCn1c2ccccc2c2cnn(CC(=O)OC)c(=O)c21 | x | 4% | -26%
CCC(C(=O)Nc1cccc(C#N)c1)n1c(=O)c(-c2ccccc2NC(C)=O)nc2ccccc21 (stereo not given) | 9% | 23µM* | 13µM*
Cc1cc(C)c(NC(=O)CCCn2c(C)c3cnn(-c4ccccc4)c(=O)c3c2C)c(C)c1 | 5% | u | 23µM*
C/C(=N\OC(=O)c1ccc(C)cc1)c1sc(C)nc1C | 2% | -6% | -13%
Cc1cc(C(F)F)n2nc(C(=O)Nc3cc(C)on3)nc2n1 | 2% | u | 4%
Cc1c(Cl)cccc1-c1ccc(CNCCCSc2nnnn2C)o1 | 4% | u | u
COc1ccc(S(=O)(=O)N2CCCN(CC(=O)Nc3ccc(OC)cc3OC)CC2)cc1 | 6% | u | 12µM*
Cc1cc(Nc2ccc(Cl)cc2)n(-c2cccc(Cl)c2)n1 | 2% | u | u
CCCNC(=O)CN1C(=O)c2c(c3ccccc3n2C)C1c1ccc(OC)cc1 (stereo not given) | 3% | u | 13µM*
C=C1C(=O)OC2CC1C(O)CC(C)=CCCC(C)=CC(O)CC2C (stereo not given) | x | 2.9µM* | 3.3µM*
CC(OC(=O)C1CSC2(C)CCC(=O)N12)C(=O)Nc1cccc(C#N)c1 (stereo not given) | -3% | -14% | -1%
Cc1cccc(C(=O)Nc2cccc(S(=O)(=O)NCc3ccco3)c2)c1 | 1%[56.1 µM] | u | u
C=CCn1c(SCc2c(C)noc2C)nc2ccccc2c1=O | 5% | 0.56µM* | 0.79µM*
CC1CC(C)CN(CCCNC(=O)c2nn(C)c3c2CS(=O)(=O)c2ccccc2-3)C1 (stereo not given) | 0% | -9% | 1%
COc1ccc(N2CCN(CCNC(=O)CCNS(=O)(=O)c3cccs3)CC2)cc1 | 7% | -6% | -24%
CC(=O)N1CCN(C(=O)c2cccc(S(=O)(=O)Nc3ccc(C)cc3)c2)CC1 | 5% | -6% | -4%
COc1ccc(CN2CCOc3c(cc(-c4cccc(OC)n4)cc3OC)C2)c(O)c1 | x | -4% | -1%
COC(=O)[C@@H]1C[C@@]2(O)[C@H](O)[C@H](O)[C@H](O)C[C@H]2N1Cc1ccccc1OS(=O)(=O)c1ccc(C)cc1 | 5%&-1% | -1% | -4%
Cc1ccc(-c2noc(CCC(=O)NCCCN3CCN(c4cccc(Cl)c4)CC3)n2)cc1 | 4% | 12µM* | 8.2µM*
CCOC(=O)N=S(=O)(Oc1ccc([N+](=O)[O-])cc1)c1ccc(Cl)cc1 (stereo not given) | 5% | -8% | -16%
CCOC(=O)C1CCCN(c2cc(=O)n(Cc3ccc(F)cc3)c(=O)[nH]2)C1 (stereo not given) | -3% | -29% | -16%
CNc1nc(N)c([N+](=O)[O-])c(Nc2cccc(Cl)c2)n1 | 3% | u | u
CC(C#N)Sc1nnc(Nc2ccccc2)s1 (stereo not given) | -2% | -106% | 18µM*
CC(=O)c1cccc(NC(=O)CN(C)S(=O)(=O)c2ccc3c(c2)CCC(=O)N3)c1 | x | -11% | -12%
COC(=O)c1cc2c(=O)c3ccccc3oc2nc1/C=C/N(C)C | x | 1% | -27%
CC(C)(C)c1cc(C(=O)NCc2ccccc2)ccn1 | 9% | 13µM* | u
CC(C)CC(=O)NN(C)c1nc(-c2ccccc2)nnc1C(F)(F)F | -1% | -21% | u
O=C(COC(=O)c1cccnc1Cl)Nc1cc(S(=O)(=O)N2CCCCCC2)ccc1Cl | 0% | -5% | -20%
CCOC(=O)C(=CNc1cc(C)nn1-c1ccc(C)cc1)C(=O)OCC | 0% | 23µM* | 9.2µM*
O=C(O)c1occc1CSc1ccccc1 | 2% | -20% | -13%
COc1ccc(CCNc2nc(-c3cccc(NC(C)=O)c3)cs2)cc1OC | 11% | u | u
COc1cc(CN(C)Cc2ccccc2)cc(OC)c1O | 0% | -30% | -21%
C[C@H](CO)N1C[C@H](C)[C@@H](CN(C)C(=O)NC2CCCCC2)Oc2c(NC(=O)Cc3ccccc3)cccc2C1=O | 0% | -3% | -12%
COc1ccc(Oc2ncccc2NC(=O)c2cccc(C)c2C)cc1 | -2% | -12% | -29%

Bioassay records: PubChem, National Center for Advancing Translational Sciences (NCATS)
